# KCNQ2 block: KCNQ2 potassium channel inhibitors, primary screen, cell-based, CHO-K1, FluxOR thallium flux, B-score (AID 2156); O88943; B-score at 10 µM; 20 min; stronger effect = lower value; 1.1% of 310,000 active;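 active = fluorescence ratio B-score at most minus 3 library SDs, with starting brightness B-score within 2 library SDs, cut at about -5.5 in these data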
# STK33 kinase inh: human STK33 kinase inhibition; Q9BYT3; purified STK33, MBP phosphorylation, ADP-Glo luminescence; inhibition, % at 10 µM; 0.073% of 320,000 active;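 active = inhibition at or above 25%, using the most active replicate where run in duplicate; inactive = inhibition below 25%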
# Target sequence (Q9BYT3 whole entry, looked up): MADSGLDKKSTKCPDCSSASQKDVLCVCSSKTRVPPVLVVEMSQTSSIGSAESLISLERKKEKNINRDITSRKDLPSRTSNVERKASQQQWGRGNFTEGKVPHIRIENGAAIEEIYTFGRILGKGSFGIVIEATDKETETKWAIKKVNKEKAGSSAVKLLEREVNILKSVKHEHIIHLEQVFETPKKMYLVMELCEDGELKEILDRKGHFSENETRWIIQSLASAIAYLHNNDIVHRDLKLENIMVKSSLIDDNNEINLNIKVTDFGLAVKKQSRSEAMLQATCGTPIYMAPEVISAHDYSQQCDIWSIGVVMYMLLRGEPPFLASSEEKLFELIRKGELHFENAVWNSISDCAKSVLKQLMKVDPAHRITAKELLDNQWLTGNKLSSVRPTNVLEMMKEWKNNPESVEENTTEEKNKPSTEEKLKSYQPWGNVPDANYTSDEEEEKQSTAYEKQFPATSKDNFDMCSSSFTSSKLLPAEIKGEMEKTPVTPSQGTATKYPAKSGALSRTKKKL
# Kir21 block: Kir2.1 (mouse) channel inhibition; P35561; HEK293-Kir2.1, FluxOR thallium flux fluorescence; stronger effect = lower value; B-score at 10 µM; 0.85% of 310,000 active;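 active = fluorescence ratio B-score at or below minus 3 SD of library scores, with starting-brightness B-score within 2 SD, cut at about -4.2 in these data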;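 note: channel flux triggered by added potassium and thallium sulfate stimulus; B-score of peak minus minimum fluorescence over baseline after thallium stimulus; more negative B-score means stronger Kir2.1 block with less thallium influx; some compounds called inactive have numbers as strong as hits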
# Target sequence (P35561 whole entry, looked up): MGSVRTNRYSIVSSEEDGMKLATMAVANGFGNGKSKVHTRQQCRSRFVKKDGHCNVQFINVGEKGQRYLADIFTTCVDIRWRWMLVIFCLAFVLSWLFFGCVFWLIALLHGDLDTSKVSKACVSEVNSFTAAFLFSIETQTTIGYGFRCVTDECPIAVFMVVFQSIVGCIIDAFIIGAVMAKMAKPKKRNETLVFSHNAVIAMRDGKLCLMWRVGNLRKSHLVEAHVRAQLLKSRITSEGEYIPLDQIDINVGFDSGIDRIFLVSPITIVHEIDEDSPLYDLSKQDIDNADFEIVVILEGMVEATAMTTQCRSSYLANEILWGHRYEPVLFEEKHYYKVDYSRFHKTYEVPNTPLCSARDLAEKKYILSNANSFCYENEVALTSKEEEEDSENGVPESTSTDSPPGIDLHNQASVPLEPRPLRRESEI
# Numbers without * were called inactive; i = inactive; x = no result given.
SMILES,KCNQ2 block,STK33 kinase inh,Kir21 block
CCCN1CCC(=O)N([C@H](CSc2ccccc2)Cc2ccccc2)CC1,i,-1.1,-1.6
O=C(COC(=O)Cc1c(Cl)cccc1Cl)Nc1ccc(OC(F)(F)F)cc1,i,-1.4,-0.32
Nc1nnc(SCC(=O)N2CCc3ccccc32)n1-c1ccccc1,i,-0.3,0.04
Cc1ccc(/C=C/S(=O)(=O)N2CCC(C(=O)O)CC2)cc1,i,0.1,0.6
CCCCn1c(-c2nonc2N)nc2ccccc21,i,-1.9,0.37
Fc1ccc(N2CCN(Cc3c[nH]c4ccccc34)CC2)cc1,i,-0.8,-7.9*
CCCC#Cc1ccc2c(c1)COc1c3ccccc3nn1-2,i,1.4,0.87
CCN(CC)S(=O)(=O)c1cc(C(=O)N(C)CC(=O)Nc2ccc(Cl)cc2)ccc1Cl,i,-1.2,-1.6
NC(=O)c1ccccc1NC(=O)CSc1cn[nH]n1,i,-0.7,0.16
O=C(c1ccc(S(=O)(=O)N2CCCCC2)cc1)N1CCCc2ccccc21,i,-0.9,-0.39
Cc1cc(C)nc(-n2nc(C)cc2NC(=O)CN2CCCC2)n1,i,-1.9,0.47
Cc1ccc(NCCc2ccc(C)nc2)cc1,i,-1.6,0.88
CCN(CC)C(=O)c1[nH]cnc1C(=O)N[C@@H](C)C(=O)OC(C)(C)C,i,1.7,0
O=C(Oc1ccccc1)c1ccc(NC(=O)c2ccco2)cc1,i,-0.4,1.3
O=C(CSc1nnnn1C1CCCCC1)N1c2ccccc2Sc2ccccc21,i,-2.4,0.6
O=C(c1noc2c1CCCC2)N1CCN(Cc2ccccc2)CC1,i,-1.3,0.05
Cc1ccc(Cl)cc1N1CCN(C(=S)NCc2ccco2)CC1,i,-0.9,-0.13
C=C1CCN(C(CC(C)C)C(=O)OC)S(=O)(=O)c2ccccc21 (stereo not given),i,-0.3,0.61
Cc1ccc(NC(=O)/C(=C\c2ccccc2)NC(=O)/C=C/c2ccccc2)cc1,i,-1.3,1.1
COc1ccc(CN(Cc2cc3cccc(C)c3[nH]c2=O)C(=O)N(C)C)cc1,i,-0.8,-0.06
CCOC(=O)c1cc(C(=O)OCC)cc(-n2c(C)cc(C(=O)CN3CCOCC3)c2C)c1,i,-0.9,-0.18
Cc1cc(NC(=O)C23CC4CC(C2)CC(n2cnc([N+](=O)[O-])n2)(C4)C3)no1,i,0.0,-0.13
Cc1ccc(S(=O)(=O)N2CCN(C(=O)C(C)Cn3nc(C)c(C)c3C)CC2)cc1C (stereo not given),i,-0.7,-0.01
COC(=O)Cn1c2ccc(C)cc2c2nc3ccccc3nc21,i,x,0.23
COc1ccc(OC)c(N(CC(=O)Nc2cccnc2)S(=O)(=O)c2ccc(OC)c(OC)c2)c1,i,-0.5,1.4
# Continuation.
SMILES,KCNQ2 block,STK33 kinase inh,Kir21 block
O=C(NCCCN1CCOCC1)c1cc2c(=O)[nH]c3ccccc3c2s1,i,0.0,-1.4
Cc1nc2c(-c3ccc(F)cc3)c(C)nn2c(C)c1CCC(=O)Nc1ccc(F)cc1F,i,-0.2,0.33
Cc1ccc(-c2nc(C)sc2CC(=O)Nc2cccc(C)c2C)cc1,i,-0.5,-0.67
CC(=O)Nc1ccccc1NC(=O)c1cccc2ccccc12,i,1.6,0.84
O=C(COc1ccc(Cl)cc1Cl)Nc1ccc(-c2ccc(N3CCOCC3)nn2)cc1,i,-0.2,0.93
Cc1ccc(C2CC(=O)c3cnc(N4CCN(c5ccccc5)CC4)nc3C2)cc1 (stereo not given),i,-0.1,0.27
Cc1cc2nc3c(c(C(F)(F)F)n2n1)CCCC3,i,-0.4,3.1
O=C(/C=C/c1c(Cl)cccc1Cl)NCCCn1ccnc1,i,1.0,0.15
CCc1nc(SCC(=O)NCC2CCCO2)c2c(=O)n(C)c(=O)n(C)c2n1 (stereo not given),i,-0.2,1.6
Cc1cc(C)cc(NC(=S)NC(=O)CCN2C(=O)c3ccccc3C2=O)c1,i,-0.5,1.3
COc1cccc(CNC(=O)C2CCCN(S(=O)(=O)c3c(C)[nH]c(=O)[nH]c3=O)C2)c1 (stereo not given),i,-1.7,-0.19
CN(C)c1cc[n+](Cc2c(Cl)cccc2Cl)cc1,i,-2.6,-0.64
Cc1cccc(-n2c(N)cc(=O)nc2SCC(=O)Nc2nnc(C)s2)c1,i,x,0.46
CCOC(=O)/C(C#N)=C/c1cn(CCC(=O)O)nc1-c1cccc(Br)c1,i,-0.8,0.4
CC(=O)Nc1ccc(-c2csc(NCc3ccco3)n2)cc1,i,-0.5,0.72
Nc1nc(Cl)cc(Sc2ccc3ccccc3c2)n1,i,0.2,-1.4
CC(NC(=O)c1ccccc1SCC(=O)N1CCCC1)c1ccc(F)cc1 (stereo not given),i,-1.0,-0.91
CC(C)(C)N(Cc1ccccc1)C(=O)COC(=O)CNC(=O)c1ccco1,i,-1.4,0.14
O=C1CC(c2ccccc2)CN1Cc1ccccc1 (stereo not given),i,-1.1,1.2
COCCN(C(=O)C(C)C)c1nnc(-c2ccc(C(C)(C)C)cc2)s1,i,-0.2,0
Cc1ccc(-c2nc(CS(=O)(=O)CC(=O)NC3CC3)c(C)o2)cc1,i,0.4,-0.53
CC(=O)N1CCN(C(=O)c2ccc(S(=O)(=O)Nc3ccccc3C)cc2)CC1,i,-1.0,-0.01
O=C(Nc1nc2c(s1)CN(Cc1ccccc1)CC2)c1c(F)cccc1F,i,1.3,1.4
CC(C)[C@H](NC(=O)OC(C)(C)C)C(=O)N/N=C/c1ccc2nccnc2c1,i,0.8,-0.47
CCN(CC)c1ccc(/C=N/NC(=O)c2cccc(N3CCCC3=O)c2)cc1,i,0.4,-0.71
# Additional results follow:
SMILES,KCNQ2 block,STK33 kinase inh,Kir21 block
CCOC(=O)N1CCN(Cc2nc3c(c(=O)[nH]c(=O)n3C)n2Cc2cc(C)ccc2C)CC1,i,-0.7,0.3
COc1ccc(Nc2nc3ccc(C)cc3n3cnnc23)cc1Cl,i,-0.1,1.8
O=C(CS(=O)(=O)c1ccc(F)cc1)NCCS(=O)(=O)c1ccccc1,i,0.8,0.06
CCc1ccc(-n2c(C)nc3cc(C(=O)NCc4cccnc4)ccc32)cc1,i,-1.0,1.4
Cc1ccc(S(=O)(=O)NCc2ccc(C(=O)N(C)CCC#N)cc2)cc1,i,-1.7,-0.07
O=C(NCCc1ccc(Cl)cc1Cl)c1ccc2nc[nH]c2c1,i,2.1,0
COc1ccccc1-n1c(C)nnc1SCC(=O)Nc1cccc(C(C)=O)c1,i,-0.9,0.32
CC(=O)Nc1ccc(OC(=O)c2ccc(Br)c([N+](=O)[O-])c2)cc1,i,0.2,0.93
O=C(c1cccc(Cl)c1)N1CCN(Cc2ccccc2)CC1,i,0.4,1.5
O=C(Nc1cccc(NC(=O)c2cccs2)c1)c1ccc2c(c1)OCO2,i,1.4,-1.6
Cc1ccc2nc(NC(=O)C3CCN(S(=O)(=O)c4ccc5c(c4)oc(=O)n5C)CC3)sc2c1,i,-2.2,-0.22
Cc1cccc(C(=O)Nc2ccc(O)cc2C(=O)O)c1,i,0.1,0.08
O=C(N1CCOCC1)N1CCN(S(=O)(=O)c2ccccc2)C1,i,-1.7,-1.7
O=C(NCc1cccc(Cl)c1)c1cnccn1,i,-2.4,-1.6
CCn1ccnc1CN(C)Cc1cn[nH]c1-c1ccc(F)cc1F,i,-1.0,-2.3
CC(=O)N1N=C(c2cccc([N+](=O)[O-])c2)OC1c1ccccc1Cl (stereo not given),i,0.1,-0.01
CN1C[C@@H]2C(c3ccc(Cl)nc3)C3(c4ccccc4)CC2(C3)[C@H]1c1ccccc1 (stereo not given in full),i,-0.3,0.06
Cc1nc2cc(OCc3cc(C(=O)NC(C)c4cnn(C)c4)no3)ccc2s1 (stereo not given),i,-1.2,1.2
CC12C(=O)N(c3ccc(C(=O)N4CCOCC4)cc3)C(=O)C1C1c3ccccc3C2c2ccccc21 (stereo not given),i,0.4,-0.95
O=C1C2C(c3ccccc3)(C(=O)N1c1ccc(Cl)cc1)C2(c1ccccc1)c1ccccc1 (stereo not given),i,0.1,-0.58
CCC(=O)N1CCc2cc(S(=O)(=O)NC(C(=O)NC3CCCc4ccccc43)C(C)C)ccc21 (stereo not given),i,x,0.97
O=C(CC(c1ccccc1)c1ccccc1)Nc1ccc2c(c1)OCCO2,i,0.5,0.49
COc1cc(Cl)c(CN2CCCC(CO)(Cc3ccccc3)C2)cc1OC (stereo not given),i,x,-2.5
Cc1c(Cl)cccc1NC(=O)CCN1CCCCCC1,i,-2.3,2
CCc1nnc(SCC(=O)N2CCc3ccccc32)n1CC,i,-0.2,-1.3
# The listing continues:
SMILES,KCNQ2 block,STK33 kinase inh,Kir21 block
CCc1nc2oc3ccccc3c(=O)c2cc1C(=O)OC,i,0.4,0.45
O=C(Nc1cccnc1)c1cc(-c2ccc(F)cc2)on1,i,-0.2,-1.7
CCC1CN(C(=O)N2CCC(C(=O)NCc3ccccc3C)CC2)c2ccccc2O1 (stereo not given),i,-0.6,-0.43
Cc1nn(-c2ccccc2)c(C)c1/C=N/NC(=O)c1cc(-c2ccccc2)n[nH]1,i,-0.1,3.3
O=C(NC(=S)Nc1ccccc1N1CCOCC1)c1cccc([N+](=O)[O-])c1,i,-1.2,-0.12
O=C(Cn1cnc([N+](=O)[O-])c1)c1ccc(Cl)cc1,i,-0.2,1.1
Cc1c2cnn(CC(=O)NCCN3CCOCC3)c(=O)c2c(C)n1Cc1ccccc1,i,-1.2,-0.62
CCOC(=O)/C(=C/Nc1ccc(F)c(F)c1)[N+](=O)[O-],i,0.1,-1.9
COCCNC(=O)c1ccc(-n2c(SCc3cc(F)ccc3F)nc3ccccc3c2=O)cc1,i,2.0,-0.11
CC(/C=C1\SC(=S)N(CCC(=O)Nc2cccc(C(=O)O)c2)C1=O)=C\c1ccccc1,i,-0.1,-0.39
NC(=O)c1cc2ccccc2o/c1=N/NC(=O)c1ccccc1,i,-0.3,1
COC(=O)c1cc(C)sc1NC(=O)C1CC=CCC1C(=O)O (stereo not given),i,-2.5,2.6
COc1cc(/C=N/NC(=S)NC2CC3CCC2C3)ccc1O (stereo not given),i,1.4,0.11
O=C(OCc1c(Cl)cccc1Cl)c1ccccn1,i,-0.1,1.7
CN1C(=O)CSc2ccc(NC(=O)NCc3ccc(F)cc3)cc21,i,x,0.98
COc1ccc(-c2csc(NC(=O)CSCC(=O)Nc3cc(C)on3)n2)cc1OC,i,0.5,0.57
CCc1cccc(NC(=O)Cn2c(=O)n(CCC(=O)NCC3CCCO3)c(=O)c3cc(OC)c(OC)cc32)c1 (stereo not given),i,1.3,1.9
CC(NC(=O)Cc1cccs1)C(c1cccs1)N1CCN(c2ccccc2)CC1 (stereo not given),i,-1.8,0
O=C(NC1CC1)c1cc(=O)c2ccccc2o1,i,-0.4,-0.15
O=C(CCCn1c(=O)c2cccn2c2cccnc21)N1CCN(c2ccccc2F)CC1,i,0.8,0.6
Cn1ncc(Cl)c1C(=O)N1CCN(c2ncccn2)CC1,i,0.0,0.6
CCOC(=O)N1CCC(Nc2c(Nc3ccc(F)cc3)c(=O)c2=O)CC1,i,0.1,-0.26
Cc1c(NC(=O)c2ccc3c(c2)C(=O)N(CC2CCCO2)C3=O)cccc1C(=O)O (stereo not given),i,-2.2,-2.8
COc1cc(F)ccc1S(=O)(=O)NCc1cccnc1,i,-1.5,0.01
O=C(c1ccco1)N1CCN(c2ncnc3c2oc2ccccc23)CC1,i,-2.3,2

# Ordered by count of non-hydrogen atoms (ascending): part of the list above
SMILES,KCNQ2 block,STK33 kinase inh,Kir21 block
Cc1cccc(C(=O)Nc2ccc(O)cc2C(=O)O)c1,i,0.1,0.08
CC(=O)N1N=C(c2cccc([N+](=O)[O-])c2)OC1c1ccccc1Cl (stereo not given),i,0.1,-0.01
COc1cc(Cl)c(CN2CCCC(CO)(Cc3ccccc3)C2)cc1OC (stereo not given),i,x,-2.5
Cc1ccc(C2CC(=O)c3cnc(N4CCN(c5ccccc5)CC4)nc3C2)cc1 (stereo not given),i,-0.1,0.27
COc1ccc(OC)c(N(CC(=O)Nc2cccnc2)S(=O)(=O)c2ccc(OC)c(OC)c2)c1,i,-0.5,1.4

# The list goes on:
SMILES,KCNQ2 block,STK33 kinase inh,Kir21 block
O=C(NCc1ccccn1)c1cc(-c2ccccc2Cl)nc2ccccc12,i,0.2,0.75
O=S(=O)(c1cccs1)n1cccn1,i,-0.6,0.35
COc1ccc(-c2cc([C@H]3[C@@H]4C=CCC[C@@]4(C)C(=O)N3Cc3ccccc3)ccc2F)cc1,i,0.0,-0.17
c1ccc(-c2nc3ccccc3c3nc4ccccc4n23)cc1,i,0.3,0.01
O=C(COC(=O)Cc1cccc2ccccc12)Nc1ccccc1-c1ccccc1,i,-0.4,-3.1
Cc1ccc(Nc2nc3ccccc3n3nnnc23)cc1,i,-1.6,-0.22
O=C(Nc1cccc(Cl)c1)c1cnn2cccnc12,i,0.0,-1.5
Cc1cccc(NC(=O)C[n+]2cccc(C)c2)c1,i,0.5,1.1
Cc1noc(C)c1COc1ccc(C(=O)OCC(=O)Nc2cccc(S(=O)(=O)N3CCOCC3)c2)cc1,i,-1.0,-0.58

# Retrieved by structure from the list above:
SMILES,KCNQ2 block,STK33 kinase inh,Kir21 block
Cc1noc(C)c1COc1ccc(C(=O)OCC(=O)Nc2cccc(S(=O)(=O)N3CCOCC3)c2)cc1,i,-1.0,-0.58
Cc1cccc(NC(=O)C[n+]2cccc(C)c2)c1,i,0.5,1.1
O=C(NCc1ccccn1)c1cc(-c2ccccc2Cl)nc2ccccc12,i,0.2,0.75
O=C(COC(=O)Cc1cccc2ccccc12)Nc1ccccc1-c1ccccc1,i,-0.4,-3.1
COc1ccc(-c2cc([C@H]3[C@@H]4C=CCC[C@@]4(C)C(=O)N3Cc3ccccc3)ccc2F)cc1,i,0.0,-0.17

# Screens deposited in PubChem by several laboratories.
